Assay outcomes: PubChem, several laboratories
VLA-4 inh: inhibition in human VLA-4 binding assay, primary screen, VLA-4 allosteric modulator project, MLPCN library, flow cytometry, VLA-4 expressing cells; ligand binding flow cytometry; inhibition, % (about 7 µM as worked out from the volumes in the protocol); hit rate 0.2% among 330,000; AID 2557, 2010; in the data active = inhibition above about 50%
AGP1-GFP MLPCN: modulators of AGP1-GFP expression in yeast TOR pathway, primary screen, cell-based, multiplex flow cytometry, S. cerevisiae, MLPCN library; 3 h; GFP as percent of DMSO wells; GFP response vs DMSO, % at 10 µM; hit rate 0.02% among 320,000;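 active = GFP response relative to DMSO above a set limit, near screen average plus 3 SD, cut at about 150% in these data; inconclusive = fewer than 70 cells counted for the yeast strain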;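 note: median GFP channel fluorescence of the gated AGP1 strain per well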
MCL1-BIM inh: inhibitors of MCL1 binding to BIM-BH3, primary screen, biochemical, fluorescence polarization; AID 2057, 2009; inhibition, % at 10.9 µM; hit rate 0.68% among 320,000; GST-MCL1 / FITC-Bim-BH3 fluorescence polarization; Induced myeloid leukemia cell differentiation protein Mcl-1 (Homo sapiens), Q07820;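 active = inhibition above the mean inhibition of all tested compounds plus 3 SD, set per campaign, cut at about 40% in these data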;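 note: 0% = DMSO wells and 100% = unlabeled Bim-BH3 peptide control; higher means more loss of mP so more displacement of Bim peptide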
Bcl-xL primary: inhibitors of human Bcl-xL, primary screen, biochemical, fluorescence polarization, HTS | Bcl-2-like protein 1 (Homo sapiens), Q07817 | GST-Bcl-xL / FITC-Bim BH3 peptide fluorescence polarization | inhibition, % at 10.9 µM | hit rate 0.7% among 320,000 | AID 2129, 2009;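 active = inhibition above the mean of all tested compounds plus 3 SD, cutoff set per campaign, cut at about 30% in these data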;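 note: 0% = DMSO wells and 100% = unlabeled Bim-BH3 peptide competitor; inhibitors lower millipolarization by displacing the labeled peptide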
Target sequence (Q07817 whole entry, looked up): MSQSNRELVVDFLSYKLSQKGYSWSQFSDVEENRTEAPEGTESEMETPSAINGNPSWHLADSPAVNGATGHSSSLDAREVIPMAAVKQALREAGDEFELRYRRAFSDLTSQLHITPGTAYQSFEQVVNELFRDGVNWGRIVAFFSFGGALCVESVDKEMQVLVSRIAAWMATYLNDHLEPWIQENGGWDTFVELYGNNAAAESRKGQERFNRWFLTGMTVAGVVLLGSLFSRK
MEX-5 binding: MEX-5 zinc finger RNA-binding disruptors – biochemical, C. elegans, fluorescence polarization, MLPCN library, primary screen; Zinc finger protein mex-5 (Caenorhabditis elegans), Q9XUB2; MEX-5/FITC-TCR2 RNA binding; hits give low values; activity score (negative = inhibition of binding), % at 10 µM; hit rate 0.38% among 300,000; AID 1832, 2009;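 active = inhibition past about -25% in most replicates, and total fluorescence under double the plate's negative control median, limit read from the data; inconclusive = replicates evenly split on the limit, or fluorescence at least double controls; inactive = too little inhibition in most replicates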;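 note: 0% = DMSO and -100% = 5 µM competing unlabeled TCR2 RNA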
GRK2 aptamer HTS: compounds blocking aptamer binding on GRK2 – biochemical, human GRK2, bead flow cytometry, HTS, primary screen | Beta-adrenergic receptor kinase 1 (Homo sapiens), P25098 | FAM-aptamer displacement from GRK2 | inhibition of aptamer binding, % at 10 µM | hit rate 0.59% among 330,000 | AID 488847, 2010;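 active = inhibition of aptamer binding above 40%, roughly 3 SD of noise, on plates passing a quality check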;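 note: median bead fluorescence of bound FAM aptamer so fluorescent compounds give negative values; no value below 0 was filed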
Target sequence (P25098 whole entry, looked up): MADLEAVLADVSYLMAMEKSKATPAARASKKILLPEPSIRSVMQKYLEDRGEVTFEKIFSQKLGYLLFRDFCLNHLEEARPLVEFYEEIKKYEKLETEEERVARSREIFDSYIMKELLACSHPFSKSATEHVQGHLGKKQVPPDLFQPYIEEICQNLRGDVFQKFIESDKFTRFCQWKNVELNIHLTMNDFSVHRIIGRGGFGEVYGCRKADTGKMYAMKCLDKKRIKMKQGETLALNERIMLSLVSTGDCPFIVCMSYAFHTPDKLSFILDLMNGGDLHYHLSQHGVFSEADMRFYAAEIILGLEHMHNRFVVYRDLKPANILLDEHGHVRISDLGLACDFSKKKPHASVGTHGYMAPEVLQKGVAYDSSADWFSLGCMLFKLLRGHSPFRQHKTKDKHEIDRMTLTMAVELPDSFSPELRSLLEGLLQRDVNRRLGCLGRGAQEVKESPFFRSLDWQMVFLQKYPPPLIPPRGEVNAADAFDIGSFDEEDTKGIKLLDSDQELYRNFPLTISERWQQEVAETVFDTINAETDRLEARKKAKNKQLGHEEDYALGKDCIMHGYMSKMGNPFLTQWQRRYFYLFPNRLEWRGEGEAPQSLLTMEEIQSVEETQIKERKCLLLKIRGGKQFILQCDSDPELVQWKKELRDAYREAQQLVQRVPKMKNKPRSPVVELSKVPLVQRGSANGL
GLD-1 TGE inh: GLD-1/TGE RNA complex disruptors, primary screen, biochemical, fluorescence polarization; inhibition, % at 5.96 µM; purified GLD-1 + fluorescein TGE RNA; hit rate 0.44% among 320,000;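 active = percent inhibition above a per-plate cutoff, the plate mean of test compounds plus 3 SD, cut at about 30% in these data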;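 note: 0% = DMSO wells with GLD-1 and probe and 100% = wells lacking GLD-1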
Yeast superoxide: reduction of superoxide in aged yeast, primary screen, HTS. S. cerevisiae aged cells, superoxide DHE fluorescence; hits give low values. superoxide response (% of plate mean), % at 10 µM. hit rate 0.18% among 330,000. AID 2690, 2010;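 active = superoxide response under a set limit, about three screen SD below normal, cut at about 65% in these data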;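 note: yeast aged for seven days with compound at 30 °C before DHE staining; 100% = average MFI of all compound-treated wells on the plate with controls excluded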
CIT2 TOR yeast: modulators of CIT2-GFP expression in yeast, primary screen, S. cerevisiae, GFP fusion, multiplex flow cytometry, MLPCN library; S. cerevisiae CIT2-GFP strain, 3 h; 100 means same as DMSO wells; GFP response vs DMSO, % at 10 µM; hit rate 0.065% among 320,000; AID 2029, 2009;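 active = GFP response relative to DMSO above a set limit, near the screen mean plus 3 SD, cut at about 150% in these data; inconclusive = Fewer than 70 cells measured for a yeast strain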;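 note: ratio of well median GFP fluorescence to mean of DMSO wells on the plate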
* hit, by the source's call; i = inactive; ? = inconclusive; / = no result given; [ ] = another dose, or the depositor's remark.

SMILES	VLA-4 inh	AGP1-GFP MLPCN	MCL1-BIM inh	Bcl-xL primary	MEX-5 binding	GRK2 aptamer HTS	GLD-1 TGE inh	Yeast superoxide	CIT2 TOR yeast
C=CCOc1ccc(/C=C/C(=O)OCC(=O)NC2CCCCCC2)cc1	18	91	-1	0	-0.8	0	2	127	91
CC1CCCCN1C(=S)NC(=O)c1ccco1 (centres undefined)	6	95	11	13	/	0	6	86	91
CC(C)C1=Nc2cccc3cccc(c23)N1	2	95	15	15	-4.7	0	-1	99	90
CCNc1ccc(Br)cc(C(=O)/C=C/c2ccc3c(c2)OCO3)c1=O	-17	97	47*	13	-3.7	5	9	106	99
Cc1ccc(C(=O)Nc2nnc(C3CCCCC3)s2)o1	1	96	12	9	2.3	2	0	83	103
Cc1cccc2cc(CN(CCN(C)C)C(=S)Nc3ccccc3)c(=O)[nH]c12	23	102	14	3	-2.3	0	-5	88	104
CCC(=O)N1CCc2cc(S(=O)(=O)NCCC(=O)N3CCN(c4ccccn4)CC3)ccc21	-5	108	7	10	/	2	-3	81	107
CC(C)(C)NC(=O)C(c1ccccn1)N(C(=O)c1ccc2c(c1)OCCO2)C1CCCC1 (centres undefined)	-17	100	3	5	3.0	0	2	85	87
CCOC(=O)c1[nH]c2ccc(OC)cc2c1NC(=S)N1CCN(c2cccc(C)c2C)CC1	14	106	16	8	2.1	0	3	112	103
O=C(CSc1nc2ccccc2n1S(=O)(=O)c1cccc([N+](=O)[O-])c1)NCc1cccs1	15	100	3	0	0.5	2	4	117	95
O=C(Nc1ccccc1-c1ccccc1)C1CCC1	5	112	-1	0	2.0	0	4	111	108
O=C(NCCSCc1c(F)cccc1Cl)c1ccc(CN2CCOCC2)cc1	11	98	4	2	0.4	0	-5	105	109
O=C(Nc1cc(C(F)(F)F)cc(C(F)(F)F)c1)c1ccc(Cn2cc(C(F)(F)F)ccc2=O)cc1	6	96	0	1	-0.2	0	0	94	99
CCCn1c(-c2cc(OC)c(OC)c(OC)c2)nc2c1c(=O)[nH]c(=O)n2Cc1ccccc1	0	104	-2	3	1.0	0	5	92	104
CN(C)C=Nc1c(Br)cc(Br)c2nonc12	-9	102	69*	92*	?	0	-7	112	113
COc1ccc(/C=N/NC(=O)CNS(=O)(=O)c2ccccc2)cc1	-22	107	4	5	/	1	0	105	111
CC(=O)/C(=C/Nc1ccc(Oc2ccccc2)cc1)c1ccccc1	7	105	-5	0	-1.3	4	4	96	106
CCn1nc(C)c(/C=N/NC(=O)c2nc3nc(C)cc(C)n3n2)c1C	18	97	3	3	0.4	0	-4	108	98
Cc1cccc(-n2ncc3c2CCCC3NC(=O)CCN2CCCO2)c1C (centres undefined)	-8	101	-3	2	-1.0	0	9	109	101
CC[C@@]12C(=O)N(c3cccc(F)c3)C(=O)N1[C@H](c1ccc(Cl)cc1)[C@@H]1C(=O)N(C3CCCCC3)C(=O)[C@@H]12	11	81	6	4	0.6	2	10	96	67
O=C1/C(=C/c2ccccc2)SC(=S)N1CCCC(=O)N1CCCCC1CCO (centres undefined)	0	94	18	10	-2.3	3	0	100	95
Cc1cc(C(=O)CSc2nn3c(=O)c(C(C)(C)C)nnc3s2)c(C)n1C	1	96	14	2	0.4	0	-5	129	92
C/C(=N\O)C(C)(C)Nc1ccc(Br)cc1	5	95	1	2	1.5	0	-4	108	91
O=C(N[C@@H](Cc1ccc(O)cc1)C(=O)O)c1cccnc1	/	/	2	9	1.6	/	9	/	/
COc1ccc(NC(=O)COC(=O)C23CC4CC(CC(O)(C4)C2)C3)cc1Cl	13	89	/	/	/	0	6	99	85

The list goes on:
SMILES	VLA-4 inh	AGP1-GFP MLPCN	MCL1-BIM inh	Bcl-xL primary	MEX-5 binding	GRK2 aptamer HTS	GLD-1 TGE inh	Yeast superoxide	CIT2 TOR yeast
O=C(Nc1ccc2c(c1)OCO2)c1noc2c1CCCC2	6	101	5	1	1.2	0	-1	100	92
CN(C(=O)CC1C(=O)NCCN1Cc1ccc2ccccc2c1)C1CCOCC1 (centres undefined)	5	110	22	20	2.1	1	8	99	108
CCCn1c(=O)c2sccc2n2c(CCCC(=O)NCC3CCCO3)nnc12 (centres undefined)	-4	96	3	5	0.1	3	5	90	99
Cc1ccc(S(=O)(=O)Nc2cccc3cccnc23)c([N+](=O)[O-])c1	20	108	10	1	-0.7	15	7	98	/
Cc1ccc(N2C(=O)CC(SCC(=O)Nc3ccc(S(N)(=O)=O)cc3)C2=O)cc1 (centres undefined)	25	94	0	-1	1.2	4	1	110	93
Cc1cccc(NC(=O)NC2CC(=O)N(c3ccc4c(c3)OCCO4)C2)n1 (centres undefined)	3	104	-1	3	4.1	0	-2	97	100
Cc1cc(S(=O)(=O)N2CCCC2)ccc1OCC(=O)NCc1ccccc1	1	101	-2	1	2.2	0	1	97	93
COC(CNC(=O)CNC(=S)N(Cc1ccccc1)Cc1cccnc1)OC	-2	88	-4	-1	0.5	15	0	100	111
O=C1NC(=S)S/C1=C\c1ccc(SCc2ccco2)o1	-21	76	75*	66*	/	0	13	99	79
O=S(=O)(c1ccc(S(=O)(=O)N2CCCC2)cc1)N1CCCCC1	1	103	11	7	2.5	0	5	109	102
CCOc1ccc(-n2ccnc2)nn1	-6	106	3	3	-1.1	4	-5	94	104
Cc1ccc(SCC(=O)Nc2ccc(-c3nc4ccccc4[nH]3)cc2)cc1	19	95	-5	-2	4.1	0	6	98	103
CCOC(=O)c1cc(CC)sc1NC(=O)CSc1nc2ccccc2c(=O)n1Cc1ccco1	19	101	-1	4	1.1	0	1	94	110
CC(=O)Nc1ccc(C(=O)CSc2nc3ccc(C)cc3[nH]2)cc1	1	100	-10	-12	-0.6	29	-2	87	102
O=[N+]([O-])c1ccc(NC2CCN(Cc3ccccc3)CC2)c([N+](=O)[O-])c1	23	92	12	6	-0.3	0	0	150	101
O=C(/C=C/c1ccccc1)NC(NC(=S)Nc1cccc(Cl)c1)C(Cl)(Cl)Cl (centres undefined)	-19	90	4	2	3.9	2	7	97	97
COc1cccc(CNC(=O)CSc2nc3c(oc4ccccc43)c(=O)n2CC2CCCO2)c1 (centres undefined)	2	98	-2	1	-0.1	3	15	97	103
CCOC(=O)c1cnc2c(C)cc(C)cc2c1Nc1ccc(S(=O)(=O)Nc2ncccn2)cc1	-18	78	15	9	-2.0	1	-2	92	81
CC(C)CN1C(=S)SC(C)(C)C1n1oc(=O)n(-c2ccccc2)c1=O (centres undefined)	-4	97	0	-4	1.5	3	0	105	96
CNC(=S)NNC(=O)c1ccc(N(C)C)cc1	-7	109	-1	-3	-4.2	0	6	104	96
Cc1ccc(CNC(=O)CCCc2c[nH]c3ccccc23)cc1	-4	100	0	4	-2.2	2	5	104	105
O=C(NCCc1ccccc1)c1cc2ccccc2oc1=O	1	105	-8	-3	-1.6	0	-5	113	98
CCOC(=O)N1CCN(c2cc(=O)n(-c3ccc(OCC)cc3)c(=O)[nH]2)CC1	19	96	-9	-3	-0.6	0	1	105	94
Cc1c(C(=O)N2CCC(C)CC2)oc2ccc(S(=O)(=O)N3CCC4(CC3)OCCO4)cc12	16	109	-4	1	2.9	0	6	119	95
CCOc1cccc(SCc2noc(C(=O)NCC3CCCO3)c2C(=O)O)c1 (centres undefined)	-4	91	-5	2	0.0	2	-3	96	98

Next section:
SMILES	VLA-4 inh	AGP1-GFP MLPCN	MCL1-BIM inh	Bcl-xL primary	MEX-5 binding	GRK2 aptamer HTS	GLD-1 TGE inh	Yeast superoxide	CIT2 TOR yeast
C=CCN(CC=C)CCOc1ccc(OC(C)C)cc1	26	96	2	2	1.3	0	10	92	99
Cc1ccc(N2CCN(S(=O)(=O)N(C)C)CC2)cc1Cl	0	97	-1	3	1.1	2	-5	103	93
Cc1n[nH]c(C)c1S(=O)(=O)N(C)Cc1ccco1	6	?	6	0	/	0	-2	105	?
CNS(=O)(=O)c1ccc(C)c(S(=O)(=O)NC)c1	-20	103	-5	4	3.2	0	12	109	100
Cc1ccc(-c2cc(C(=O)N/N=C/c3cccnc3)n[nH]2)o1	3	90	12	1	-2.8	0	-4	91	108
CC1CCCCC1NC(=O)CSc1nnc(CNC(=O)c2ccccc2)n1C (centres undefined)	-13	95	-17	-5	2.0	0	2	113	101
COc1cc(S(=O)(=O)N2CCOCC2)cc(C(=O)c2nccn2C)c1OC	10	97	0	0	-2.3	0	2	97	102
CCCc1ccc(OCC(=O)NNC(=O)c2cccnc2)cc1	-1	102	-7	-2	0.1	0	-6	101	101
CCOC(=O)N1CCN(C(=O)CCCn2nnnc2CN2CCC(C)CC2)CC1	-102	109	10	3	0.9	0	-3	107	106
O=C(O)C1C2C=CC(O2)C1C(=O)NCc1ccc2c(c1)OCO2 (centres undefined)	-2	97	9	9	-2.1	4	3	98	/
CC(=C/c1ccccc1)/C=N/NC(=O)c1cccs1	3	92	10	2	0.9	1	4	93	67
COc1cccc2c1O/C(=N\O)C(C(=O)Nc1ccc(C)cc1)C2 (centres undefined)	8	98	-4	3	0.3	1	-2	86	97
CCOc1cc2c(cc1/C=C/c1noc(C)c1[N+](=O)[O-])OC(C)C2 (centres undefined)	i	23	-78	-27	13	0	-67	98	98
Cc1c(C#N)c2ccccc2n1CCOc1ccccc1F	3	110	-2	4	1.6	0	9	100	101
Cc1ccc(C2=NN(CCC(=O)NC3CCCC3)C(=O)CC2)cc1	5	107	-4	-1	1.4	0	-6	112	109
COc1ccc(NC(=O)N2CCCC(c3ccccc3)C2)cc1 (centres undefined)	9	88	/	/	-0.4	1	/	98	92
CCN1CCN(C(=O)c2cccc(OC3CCN(S(C)(=O)=O)CC3)c2)[C@@H](C)C1=O	9	86	-1	2	-0.3	2	5	103	85
CCn1c(-c2c[nH]c3ccccc23)n[nH]c1=S	19	24[may fluoresce violet]	-16	-16	-0.2	0	5	90	?
O=C(O)Cc1ccc(S(=O)(=O)N2CCCC2)s1	0	99	/	/	/	23	1	115	109
CCn1c2ccccc2c2cc(/C=N/NC(=O)c3cccc(C)c3)ccc21	4	99	14	-3	1.5	0	1	105	92
COc1ccccc1C1C(C(=O)NCc2ccccc2)=C(C)Nc2ncnn21 (centres undefined)	9	101	0	1	0.3	0	4	94	106
O=C(N/N=C/c1cccc(OC(=O)c2ccc3c(c2)OCO3)c1)c1cncc(Br)c1	-3	103	-5	3	-0.5	1	4	96	101
CCCC(C)NC(=O)COC(=O)c1ccccc1SCC(=O)NC(C)CCC (centres undefined)	7	103	7	5	-1.5	0	1	104	103
COC(=O)[C@H](c1ccccc1Cl)N1CCc2sccc2C1	2	97	4	1	0.9	0	3	94	116
